PfHsp40 rescue = restores yeast growth despite PfHsp40 toxicity | S. cerevisiae expressing PfHsp40, growth rescue, ATP luminescence | growth rescue, % at 12.5 µM | 0.68% of 340,000 active; in the data active = growth rescue above about 28%, passing the limit was not always enough; inconclusive = no clear call, values can overlap the other calls;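 note: yeast W303a lacking pdr1 and pdr3 grown in galactose medium; growth measured after three days at 30 °C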
SSB-PriA inh = blocks PriA binding to SSB C-terminal tail | AlphaScreen SSBct-PriA binding, biotinylated peptide | inhibition, % at 33 µM | 0.6% of 430,000 active; in the data active = inhibition mostly above about 37%, no sharp cut-off; inactive = mostly below about 20%;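 note: plate controls were negative control peptide for no effect and reference peptide for full effect; strong numbers were not always called active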
BH1578 lux ind = induces V. cholerae light production without autoinducers. 0.16% of 350,000 active. AID 588436. activation, % at 18.7 µM. V. cholerae BH1578 lux reporter, luminescence, 6 h; in the data active = activation mostly above about 9.7%, no sharp cut-off; inconclusive = no clear call, values can overlap the other calls; inactive = mostly below about 3.7%; note: not every result past the cut was called active; inactives centre near 0; reference of the scale not given here
Anthrax LF inh2 = anthrax lethal factor protease inhibition | P15917 | multiplex microsphere protease cleavage assay, LF | inhibition, % at 10 µM | 0.12% of 360,000 active | AID 588501; in the data active = inhibition above about 30%; inconclusive = no clear call, values can overlap the other calls; note: plate controls were buffer without enzyme for full effect and enzyme alone for no effect
SARS 3CLpro inh = SARS-CoV 3CLpro protease inhibition. inhibition, % at 6 µM. 0.14% of 290,000 active. AID 1706. recombinant SARS-CoV 3CLpro, quenched FRET peptide cleavage; in the data active = inhibition above about 12%
MazF activator = MazEF (E. coli) toxin RNase activation; P0AE70; FAM/BHQ RNA-DNA oligo cleavage fluorescence, 5 h; activation, % at 20 µM; 0.32% of 350,000 active; in the data active = activation above about 50%
Target sequence (P0AE70 whole entry, looked up): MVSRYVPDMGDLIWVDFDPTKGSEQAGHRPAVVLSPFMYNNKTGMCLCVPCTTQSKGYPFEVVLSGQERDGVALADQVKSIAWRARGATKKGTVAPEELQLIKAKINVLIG
Yp Topo-I inh = blocks Yersinia pestis topoisomerase I activity; Y. pestis Topo-I cleavage product accumulation, plate reader; activity, % at 10 µM; 0.064% of 360,000 active; AID 504884; in the data active = activity above about 50%, passing the limit was not always enough; inconclusive = no clear call, values can overlap the other calls; note: inactives centre near 2
TcdB inh = inhibitors of Clostridioides difficile toxin B glycohydrolase | TcdB glycohydrolase enzymatic assay, plate reader | 0.24% of 350,000 active | AID 652162 | inhibition, % at 9.99 µM | P18177; in the data active = inhibition above about 10%
Rv3671c protease = inhibits the M. tuberculosis serine protease Rv3671c | AID 2606 | 0.048% of 320,000 active | inhibition, % at 5.96 µM; in the data active = inhibition above about 38%;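 note: extracellular domain of Rv3671c used as enzyme; 0% = enzyme with DMSO and 100% = no enzyme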
Target sequence (P9WHR9 whole entry, looked up, the tested form may be a part): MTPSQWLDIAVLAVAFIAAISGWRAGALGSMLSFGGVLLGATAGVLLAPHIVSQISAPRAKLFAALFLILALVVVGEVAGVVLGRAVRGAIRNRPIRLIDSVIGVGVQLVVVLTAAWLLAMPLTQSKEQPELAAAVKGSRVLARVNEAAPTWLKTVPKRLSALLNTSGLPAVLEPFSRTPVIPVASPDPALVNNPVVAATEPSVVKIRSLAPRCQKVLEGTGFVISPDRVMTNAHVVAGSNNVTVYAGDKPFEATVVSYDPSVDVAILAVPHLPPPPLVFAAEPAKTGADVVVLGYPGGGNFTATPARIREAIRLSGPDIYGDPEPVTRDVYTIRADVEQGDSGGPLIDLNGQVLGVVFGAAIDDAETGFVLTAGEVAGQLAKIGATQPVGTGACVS
VHR inh abs = inhibitors of human VHR1 phosphatase (DUSP3) | P51452 | recombinant VHR phosphatase, pNPP absorbance | inhibition, % at 13.3 µM | 0.52% of 290,000 active; in the data active = inhibition above about 50%; note: some compounds called inactive have numbers as strong as hits
Target sequence (P51452 whole entry, looked up): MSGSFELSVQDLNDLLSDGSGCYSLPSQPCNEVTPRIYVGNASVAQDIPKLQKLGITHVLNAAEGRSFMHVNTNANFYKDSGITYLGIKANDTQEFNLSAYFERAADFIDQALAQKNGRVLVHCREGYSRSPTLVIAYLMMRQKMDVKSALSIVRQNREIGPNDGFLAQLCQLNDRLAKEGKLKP
* = called active by the depositor; & = joins results of further samples.

`S=c1[nH]nc(C2CCCCC2)n1/N=C/c1ccco1` gave PfHsp40 rescue -0.3, BH1578 lux ind -0.7, Anthrax LF inh2 1, SARS 3CLpro inh 5, MazF activator 2, Yp Topo-I inh -1, Rv3671c protease 2 and VHR inh abs -10.
Screening O=C(NNCc1ccccc1)c1ccccc1 returned PfHsp40 rescue 0.2, SSB-PriA inh 5, BH1578 lux ind -1.7, Anthrax LF inh2 -7, MazF activator 3, Yp Topo-I inh 0 and TcdB inh -2.1.
Oc1ccc(N=Nc2ccccc2)o1 was read as PfHsp40 rescue 288*, SSB-PriA inh -10, BH1578 lux ind -1.0, Anthrax LF inh2 -3, SARS 3CLpro inh 2, MazF activator -1, Yp Topo-I inh -3, TcdB inh -0.1, Rv3671c protease -2 and VHR inh abs 23.
For COC(=O)c1ccc(NC(=O)Cn2nnc3ccccc32)cc1 the results were PfHsp40 rescue 1.6, SSB-PriA inh -15, BH1578 lux ind inactive, Anthrax LF inh2 -3, SARS 3CLpro inh 6, MazF activator -6, Yp Topo-I inh -2, Rv3671c protease -1 and VHR inh abs 2.
Cc1cc(C(=O)Nc2ccc(Cl)c(S(=O)(=O)N3CCOCC3)c2)c2ccccc2n1 was read as PfHsp40 rescue 0.3, SSB-PriA inh 0, BH1578 lux ind inactive, Anthrax LF inh2 inconclusive, MazF activator 0, Yp Topo-I inh 12, TcdB inh -2.1 and Rv3671c protease -17.
`CCOCCn1c(=NC(=O)CSCC(=O)N2CCOCC2)sc2cc(OC)ccc21` gave PfHsp40 rescue 0.0, SSB-PriA inh -8&4, BH1578 lux ind 0.8, Anthrax LF inh2 -3, SARS 3CLpro inh 1, MazF activator 1, Yp Topo-I inh 13, TcdB inh 0.0, Rv3671c protease -1 and VHR inh abs 14.
For CC1CC(NC(=O)N(C)C)N(C)C(=O)N1 (stereo not given) the results were PfHsp40 rescue -0.3, SSB-PriA inh -12, BH1578 lux ind -1.1, Anthrax LF inh2 -1, SARS 3CLpro inh 1, MazF activator 5, Yp Topo-I inh 6, TcdB inh 0.2, Rv3671c protease 4 and VHR inh abs 29.
`COc1ccc(OC)c(CNC(=O)CCCc2cn(C)c3ccccc23)c1` gave PfHsp40 rescue -1.2, SSB-PriA inh 2, BH1578 lux ind -0.1, Anthrax LF inh2 2, SARS 3CLpro inh 5, MazF activator 0, Yp Topo-I inh -6, TcdB inh 0.9, Rv3671c protease 7 and VHR inh abs 23.
Screening Cc1ccccc1N1CC(=O)N(c2ccccc2C)CC1=O returned PfHsp40 rescue -0.3, SSB-PriA inh -1, BH1578 lux ind inactive, Anthrax LF inh2 -5, SARS 3CLpro inh -1, MazF activator 5, Yp Topo-I inh -7, Rv3671c protease -6 and VHR inh abs 28.
For CC1CN(c2sc(S(C)(=O)=O)nc2S(=O)(=O)c2ccc(Cl)cc2)CC(C)O1 (stereo not given) the results were PfHsp40 rescue -1.5, SSB-PriA inh -8, BH1578 lux ind -0.2, Anthrax LF inh2 9, SARS 3CLpro inh 6, MazF activator 1, Yp Topo-I inh -3, TcdB inh 2.6, Rv3671c protease 5 and VHR inh abs -6.

Part of the list above in order of count of non-hydrogen atoms, high to low:
For CC1CN(c2sc(S(C)(=O)=O)nc2S(=O)(=O)c2ccc(Cl)cc2)CC(C)O1 (stereo not given) the results were PfHsp40 rescue -1.5, SSB-PriA inh -8, BH1578 lux ind -0.2, Anthrax LF inh2 9, SARS 3CLpro inh 6, MazF activator 1, Yp Topo-I inh -3, TcdB inh 2.6, Rv3671c protease 5 and VHR inh abs -6.
For COC(=O)c1ccc(NC(=O)Cn2nnc3ccccc32)cc1 the results were PfHsp40 rescue 1.6, SSB-PriA inh -15, BH1578 lux ind inactive, Anthrax LF inh2 -3, SARS 3CLpro inh 6, MazF activator -6, Yp Topo-I inh -2, Rv3671c protease -1 and VHR inh abs 2.
Screening O=C(NNCc1ccccc1)c1ccccc1 returned PfHsp40 rescue 0.2, SSB-PriA inh 5, BH1578 lux ind -1.7, Anthrax LF inh2 -7, MazF activator 3, Yp Topo-I inh 0 and TcdB inh -2.1.

Additional entries follow.
`COc1ccc(C(=O)/C=C/Nc2ccc(S(=O)(=O)Nc3onc(C)c3C)cc2)cc1` gave PfHsp40 rescue -1.1, SSB-PriA inh 4, BH1578 lux ind inactive, Anthrax LF inh2 -1, SARS 3CLpro inh -5, MazF activator 0, Yp Topo-I inh 4, Rv3671c protease -9 and VHR inh abs -11.
c1ccc(-c2noc(-c3ccc4ccccc4c3)n2)nc1 was read as PfHsp40 rescue -1.4, SSB-PriA inh -3, BH1578 lux ind -0.3, Anthrax LF inh2 -14, SARS 3CLpro inh 1, MazF activator -5, Yp Topo-I inh 1, Rv3671c protease -17 and VHR inh abs 3.
`Cc1ccc(S(=O)(=O)N(C)c2ccc(OCC(=O)N3CCCCC3)cc2)cc1` gave PfHsp40 rescue 0.5, SSB-PriA inh -2, BH1578 lux ind 12, Anthrax LF inh2 0, SARS 3CLpro inh 1, MazF activator -1, Yp Topo-I inh 7, TcdB inh 0.6, Rv3671c protease -30 and VHR inh abs 0.
`O=c1c2ccccc2nc(Cc2ccccc2)n1-c1ccccc1O` gave PfHsp40 rescue -0.3, SSB-PriA inh 1, BH1578 lux ind -0.3, Anthrax LF inh2 -5, SARS 3CLpro inh 0, MazF activator 8, Yp Topo-I inh 12, TcdB inh 1.4, Rv3671c protease -1 and VHR inh abs 9.
Screening O=C1CC(c2cccnc2)=NN1c1ccc(Cl)cc1Cl returned PfHsp40 rescue 0.3, SSB-PriA inh 8, BH1578 lux ind 0.3, Anthrax LF inh2 -2, SARS 3CLpro inh 0, MazF activator -2, Yp Topo-I inh -2, TcdB inh -1.2, Rv3671c protease -14 and VHR inh abs -6.
COc1ccc(Cl)cc1C(=O)NNC(=O)c1cccs1 was read as PfHsp40 rescue -0.1, SSB-PriA inh -4, BH1578 lux ind -2.0, Anthrax LF inh2 -2, MazF activator 1, Yp Topo-I inh 3, TcdB inh -0.4 and Rv3671c protease 2.
Screening CC(C)CN1C(=O)C(=Nc2cccnc2)c2ccccc21 returned PfHsp40 rescue 3.0, SSB-PriA inh -5, BH1578 lux ind 14, Anthrax LF inh2 2, SARS 3CLpro inh 1, MazF activator 6, Yp Topo-I inh 3, TcdB inh 0.3, Rv3671c protease -1 and VHR inh abs 14.
O=C(O)/C=C/C(=O)NCCNc1ncc(C(F)(F)F)cc1Cl was read as PfHsp40 rescue -0.3, SSB-PriA inh -4, BH1578 lux ind -0.2, Anthrax LF inh2 0, SARS 3CLpro inh -1, MazF activator 10, Yp Topo-I inh 3, TcdB inh 1.0, Rv3671c protease -1 and VHR inh abs 6.
`COc1cccc(C(=O)NCCS(=O)(=O)NCc2ccccn2)c1` gave PfHsp40 rescue -1.2, SSB-PriA inh -14, BH1578 lux ind 3.5, Anthrax LF inh2 3, MazF activator 6, Yp Topo-I inh -4, TcdB inh 1.0 and Rv3671c protease -5.
For CC(C)n1c(CSCc2ccc(Cl)cc2Cl)n[nH]c1=S the results were PfHsp40 rescue 3.9, SSB-PriA inh 10, BH1578 lux ind inactive, Anthrax LF inh2 4, SARS 3CLpro inh 5, MazF activator -2, Yp Topo-I inh -4, TcdB inh 1.1, Rv3671c protease -14 and VHR inh abs -2.
For CC1=C(c2ccc(F)cc2)[N+](=O)C(C)(C)N1[O-] the results were PfHsp40 rescue 1.1, SSB-PriA inh 2, BH1578 lux ind inactive, Anthrax LF inh2 -2, SARS 3CLpro inh -3, MazF activator 8, Yp Topo-I inh 5, TcdB inh -4.0, Rv3671c protease 0 and VHR inh abs -5.
`C/C(=N\N1CCCCCC1)c1c(O)n(-c2ccc(Cl)cc2)c(=O)[nH]c1=O` gave PfHsp40 rescue 0.1, BH1578 lux ind -0.5, Anthrax LF inh2 -7, SARS 3CLpro inh 1, MazF activator 8, Yp Topo-I inh 0, TcdB inh 0.0, Rv3671c protease -9 and VHR inh abs -4.
CN1CCc2nc3ccc(Cl)cc3c(-c3ccccc3Cl)c2C1 was read as PfHsp40 rescue -2.3, SSB-PriA inh 1, BH1578 lux ind -0.6, Anthrax LF inh2 2, SARS 3CLpro inh -4, MazF activator 3, Yp Topo-I inh 34, Rv3671c protease 0 and VHR inh abs 1.
For CC1CCN(C(=O)COc2cccc3c2CCN(C)C3=O)CC1 the results were PfHsp40 rescue -1.0, SSB-PriA inh 6, BH1578 lux ind inactive, Anthrax LF inh2 -3, SARS 3CLpro inh 3, MazF activator 7, Yp Topo-I inh -1, TcdB inh -1.3, Rv3671c protease 1 and VHR inh abs 13.
For O=S(=O)(c1ccc(N2CCOCC2)c(Cl)c1)N1CCOCC1 the results were PfHsp40 rescue 0.1, SSB-PriA inh -8, BH1578 lux ind -0.1, Anthrax LF inh2 0, SARS 3CLpro inh -8, MazF activator -4, Yp Topo-I inh 3, TcdB inh -0.2, Rv3671c protease -9 and VHR inh abs 8.
Screening COc1ccc(CC(=O)Nc2ncc([N+](=O)[O-])s2)cc1OC returned PfHsp40 rescue -1.1, SSB-PriA inh 3, BH1578 lux ind -0.2, Anthrax LF inh2 -3, SARS 3CLpro inh 0, MazF activator 2, Yp Topo-I inh -1, TcdB inh -2.0, Rv3671c protease 0 and VHR inh abs 11.
Screening COC(=O)C1=CN(CC2CCCO2)C=C(C(=O)OC)C1c1ccccc1C(F)(F)F (stereo not given) returned PfHsp40 rescue -0.2, SSB-PriA inh -7, BH1578 lux ind -0.2, Anthrax LF inh2 2, SARS 3CLpro inh 1, MazF activator -2, Yp Topo-I inh 2, Rv3671c protease -5 and VHR inh abs 6.
Screening Cc1nn(CC(=O)N(C)Cc2ccc(F)cc2)c(C)c1[N+](=O)[O-] returned PfHsp40 rescue -0.2, SSB-PriA inh 1, BH1578 lux ind -0.4, Anthrax LF inh2 -1, SARS 3CLpro inh 5, MazF activator 5, Yp Topo-I inh -2, Rv3671c protease -6 and VHR inh abs -30.
`CC(C)=NOc1nc(NC(=O)NS(=O)(=O)c2ccccc2Cl)nc(N(C)C)n1` gave PfHsp40 rescue 0.1, SSB-PriA inh -6, BH1578 lux ind inactive, MazF activator 5, Yp Topo-I inh -5, TcdB inh 1.0 and Rv3671c protease 7.
For CCOC(=O)N1CCN(C(=O)C2CCC(CNS(=O)(=O)c3ccc(Cl)cc3)CC2)CC1 (stereo not given) the results were PfHsp40 rescue 0.4, SSB-PriA inh 5, BH1578 lux ind inactive, Anthrax LF inh2 -4, SARS 3CLpro inh 2, MazF activator 7, Yp Topo-I inh -5, Rv3671c protease 9 and VHR inh abs 33.
Screening Cc1cccnc1C(NC(=O)C1CCN(Cc2ccccc2)CC1)c1ccc(F)cc1 (stereo not given) returned BH1578 lux ind 1.2, Anthrax LF inh2 -7, Yp Topo-I inh 11 and TcdB inh 0.1.
For CCOc1ccc(N(C(=O)/C=C/C(=O)Nc2cc(C)on2)C(C(=O)NC2CCCC2)c2ccccc2C)cc1 (stereo not given) the results were PfHsp40 rescue -0.4, SSB-PriA inh 1, BH1578 lux ind inactive, Anthrax LF inh2 -2, SARS 3CLpro inh 3, MazF activator 10, Yp Topo-I inh -4, TcdB inh 1.9, Rv3671c protease -15 and VHR inh abs 16.
For C/C(=N/NC(=O)c1ccccc1O)c1ccc(N2C(=O)C3CCCCC3C2=O)cc1 (stereo not given) the results were PfHsp40 rescue -1.7, BH1578 lux ind inactive, Anthrax LF inh2 -5, SARS 3CLpro inh -4, MazF activator 0, Yp Topo-I inh 0, Rv3671c protease 5 and VHR inh abs 27.
COc1ccc(C(=O)N2CCCC(CCC(=O)NCc3ccc(F)c(F)c3)C2)o1 (stereo not given) was read as PfHsp40 rescue -0.1, SSB-PriA inh -8, BH1578 lux ind 2.0, Anthrax LF inh2 -4, SARS 3CLpro inh -3, MazF activator 2, Yp Topo-I inh 8, TcdB inh 0.5, Rv3671c protease 8 and VHR inh abs 3.
For O=C1CCN(Cc2ccccc2)CCN1[C@H](CO)Cc1ccccc1 the results were PfHsp40 rescue 3.6, SSB-PriA inh 0, BH1578 lux ind 1.1, Anthrax LF inh2 -3, SARS 3CLpro inh 1, MazF activator 7, Yp Topo-I inh -1, Rv3671c protease 1 and VHR inh abs 9.

Source: PubChem BioAssay (several laboratories)

An excerpt; rates above refer to the full screens.
